# RGS4 block: RGS4 inhibitors, primary screen, cell-based, HEK293 M3R inducible RGS4, calcium flux; B-score at 10 µM; Regulator of G-protein signaling 4 (Homo sapiens), P49798; Fluo-4 calcium flux; hits give high values; triggered by carbachol at its EC20; AID 463165, 2010; hit rate 0.45% among 310,000;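 active = B-score, a plate-corrected calcium signal, over three deviations above library mean, with baseline fluorescence within five deviations of library mean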;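 also: RGS4 expression induced by doxycycline in cells with stable M3 receptor; B-score is computed from the integrated fluorescence ratio over baseline after carbachol; higher B-score means a larger calcium signal and so more RGS4 inhibition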
# TRPC6 act: mouse TRPC6 channel activators, primary screen, cell-based, HEK293, membrane potential dye; HEK293-TRPC6 membrane potential dye fluorescence; hits give high values; B-score at 10 µM; hit rate 0.13% among 310,000;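 active = B-score of the integrated fluorescence ratio above library mean plus 3 SD, and starting fluorescence ratio within library mean plus 5 SD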;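 also: higher score means more depolarization so channel activation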
# MrgX1 ag: agonists of human MrgX1 receptor, primary screen, HEK293 cells, Fluo-4 calcium flux | Fluo-4 calcium fluorescence, agonist mode; hits give high values | B-score at 10 µM | hit rate 0.44% among 310,000 | Mas-related G-protein coupled receptor member X1 (Homo sapiens), Q96LB2;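 active = calcium response B-score plate-corrected fluorescence ratio at least 3 library SD, with starting fluorescence B-score inside 5 SD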
#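 Assay system: MrgX1-expressing HEK293 cells / Amount: fifteen thousand cells per well / Doses: test compound in the initial addition of three / Timing: cells plated overnight, dye loaded 0.5 h 37 °C, 0.5 h room temperature / Technique: kinetic calcium dye fluorescence, Fluo-4 NW / Control set: positive and negative controls per plate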
# HIF activator: HIF pathway transcriptional activators, primary screen, cell-based, U2OS HRE-luciferase, luminescence. U2OS HRE-luciferase reporter; normalized: DMSO 0%, desferrioxamine 100%. activation, % at 7.5 µM (by protocol). hit rate 0.32% among 300,000. AID 1910, 2009;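 active = mean activation of at least 10% of the iron chelator positive control signal, with at least half of replicates also reaching 10%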
# MrgX1 antag: antagonists of human MrgX1 receptor, primary screen, HEK293 cells, Fluo-4 calcium flux | B-score at 10 µM | hit rate 1.3% among 310,000 | BAM8-22 antagonism; hits give low values | Mas-related G-protein coupled receptor member X1 (Homo sapiens), Q96LB2;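 active = calcium-response B-score plate-corrected more than 3 library SD below zero, starting fluorescence within 5 deviations, no agonist response on first addition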;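 also: peak minus trough fluorescence over baseline after final BAM8-22 challenge near maximal dose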
# SKKanGAS inh: S. pyogenes SKKanGAS growth inhibitors in kanamycin, primary screen, streptokinase expression inhibitor project, SKKanGAS strain, BacTiter-Glo luminescence | 6 h | inhibition, % at 7.5 µM | hit rate 1.3% among 300,000 | AID 1662, 2009;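 active = mean replicate score, as percent of positive control median, at least 50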;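 also: strain carries kanamycin resistance gene driven by streptokinase promoter and grows in 40 µg/ml kanamycin; loss of luminescence reflects streptokinase promoter inhibition or plain growth inhibition; 0% = median of DMSO wells and 100% = positive control at its reference dose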
# Platelet DG rel: inhibitors of platelet dense granule secretion, primary screen, cell-based, MLPCN, human platelets; inhibition, %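 (compounds screened at 7.5 µM in platelet-rich plasma)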; human platelet-rich plasma, SFLLRN dense granule ATP release, luminescence; hit rate 0.22% among 300,000;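 active = mean replicate score, as percent of positive control, at or above 50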
# TRPC6 inhibitor: mouse TRPC6 channel inhibitors, primary screen, cell-based, HEK293, membrane potential dye | Short transient receptor potential channel 6 (Mus musculus), Q61143 | ACh-evoked depolarization; hits give low values | B-score at 10 µM | hit rate 1.1% among 310,000 | AID 2553, 2010;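 active = B-score under library mean minus 3 SD, initial fluorescence not abnormally high, positive integrated signal ratio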;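 also: B-score derived from integrated fluorescence ratio over the kinetic read; more negative B-score means stronger inhibition of depolarization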
# TRPC4 inh: inhibitors of mouse TRPC4 channel, primary screen, Fluo4 calcium, HEK293 TRPC4beta/mu-opioid cells; DAMGO-evoked Fluo4 calcium flux; hits give low values; hit rate 0.39% among 300,000; B-score at 10 µM; Short transient receptor potential channel 4 (Mus musculus), Q9QUQ5;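 active = B-score over 3 SD under the library average, no early fluorescence shift, positive overall ratio signal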
# Target sequence (Q9QUQ5 whole entry, looked up): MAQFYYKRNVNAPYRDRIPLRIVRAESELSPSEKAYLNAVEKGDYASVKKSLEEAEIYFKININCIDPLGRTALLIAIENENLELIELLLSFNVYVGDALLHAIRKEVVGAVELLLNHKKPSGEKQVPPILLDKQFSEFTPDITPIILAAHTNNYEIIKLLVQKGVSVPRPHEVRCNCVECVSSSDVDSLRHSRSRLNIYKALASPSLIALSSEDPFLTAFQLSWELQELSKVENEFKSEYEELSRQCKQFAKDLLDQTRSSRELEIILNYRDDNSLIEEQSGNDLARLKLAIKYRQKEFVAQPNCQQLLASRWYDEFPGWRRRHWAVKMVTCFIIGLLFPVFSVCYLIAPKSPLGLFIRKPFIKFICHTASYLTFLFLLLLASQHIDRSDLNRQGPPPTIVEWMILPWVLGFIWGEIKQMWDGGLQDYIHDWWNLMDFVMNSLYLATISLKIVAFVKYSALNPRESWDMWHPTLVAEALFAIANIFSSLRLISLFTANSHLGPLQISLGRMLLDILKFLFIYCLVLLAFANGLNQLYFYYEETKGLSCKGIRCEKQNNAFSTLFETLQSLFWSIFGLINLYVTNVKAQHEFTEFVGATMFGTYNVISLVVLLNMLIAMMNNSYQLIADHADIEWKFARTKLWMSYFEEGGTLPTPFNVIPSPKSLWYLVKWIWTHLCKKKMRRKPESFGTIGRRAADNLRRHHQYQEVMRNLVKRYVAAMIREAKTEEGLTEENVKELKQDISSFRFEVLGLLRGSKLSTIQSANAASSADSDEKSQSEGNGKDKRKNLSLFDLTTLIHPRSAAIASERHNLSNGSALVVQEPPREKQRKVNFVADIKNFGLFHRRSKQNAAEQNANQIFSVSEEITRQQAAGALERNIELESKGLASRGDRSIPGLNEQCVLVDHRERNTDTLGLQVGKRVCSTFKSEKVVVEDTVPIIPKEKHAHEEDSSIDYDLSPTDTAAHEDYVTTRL
#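 Assay system: Stable TRPC4beta/mu-opioid receptor HEK293 cells | Reagent: DAMGO in two steps, submaximal then maximal | Compound dosing: Single concentration per test compound | Signal: Fluo4 Ca2+ flux fluorescence | Evaluation: Per-well B score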
# MrgX1 PAM: positive allosteric modulators of MrgX1, primary screen, HEK293 cells, Fluo-4 calcium flux; FDSS; hits give high values; B-score at 10 µM; hit rate 0.63% among 310,000; AID 588675, 2011;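 active = plate-corrected calcium response at least 3 library SD above typical, normal starting fluorescence, not activating the receptor alone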;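 also: compound read alongside a low EC10 to EC30 dose of BAM8-22 agonist; peak minus trough fluorescence over baseline measured at the second addition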
# RGS4 act: RGS4 potentiators or activators, primary screen, cell-based, HEK293 M3R inducible RGS4, calcium flux. carbachol calcium flux Fluo4; hits give low values. B-score at 10 µM. hit rate 0.92% among 310,000. AID 463111, 2010;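 active = B-score of the integrated calcium signal more than 4 SD below the library mean, with starting fluorescence not abnormally high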;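 also: negative B-score means reduced calcium response which marks RGS4 activation or potentiation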
#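 Reagent: ECmax carbachol challenge; Test system: M3R-expressing HEK293 line, RGS4 induced by doxycycline; Schedule: overnight RGS4 induction, 30 min dye load 37 °C, 20 min compound RT; Detection: calcium dye Fluo4 fluorescence; Read-out: Agonist-evoked peak-minus-minimum fluorescence over baseline, integrated ratio, B score.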
# * marks the source's active call; other numbers are inactive results; i = inactive; . = no result given; & = joins results of further samples.
Molecule | MrgX1 ag | RGS4 block | RGS4 act | SKKanGAS inh | Platelet DG rel | MrgX1 PAM | TRPC6 act | TRPC6 inhibitor | MrgX1 antag | TRPC4 inh | HIF activator
CC1CC(C)(C)NC(=S)N1CCCC(=O)Nc1ccc(F)c(F)c1 (centres undefined) | i | i | i | 1 | 1 | i | i | i | i | i | 0.1
Cc1ccc(NC(=O)CN(C)C(=O)COC(=O)CNS(=O)(=O)c2ccc(Br)cc2Cl)cc1 | 59* | i | i | -3 | 20 | i | i | i | i | i | 0.0
O=C1c2ccccc2C(=O)c2c1cccc2N1CCOCC1 | i | i | i | 4 | 7 | i | i | i | i | i | 3.1
COc1ccc(OC)c(S(=O)(=O)Nc2cccc(-c3ccc4nncn4n3)c2)c1 | i | i | i | -5 | -5 | i | i | i | i | i | -0.2
CCCCN(C(=O)c1ccc(S(=O)(=O)N(CC)CC)cc1)c1c(N)n(CCC)c(=O)[nH]c1=O | i | i | i | -2 | 3 | i | i | i | i | i | 1.1
O=C(Nc1ccc(NC(=O)c2sc3ccccc3c2Cl)cc1Cl)c1ccco1 | i | i | i | 8 | 9 | i | i | i | i | i | -1.3
O=C(Cc1cc(=O)[nH][nH]1)N/N=C/c1cccc(Cl)c1Cl | i | i | i | 7&1 | 2&-2 | i | i | i | i | i | -0.2&-0.6
CCOC(=O)Cc1csc(NC(=O)Cn2c(=O)oc3ccccc32)n1 | i | i | i | -4 | 6 | i | i | i | i | i | 0.5
CC(C)(C)CC(=O)Nc1ccccc1N1CCN(c2ccccc2)CC1 | i | i | i | 23 | 2 | i | i | i | i | i | -0.1
COc1cccc(-c2noc(CCCC(=O)Nc3ccc(C(N)=O)cc3)n2)c1 | i | i | i | -1 | -1 | i | i | i | i | i | -0.3
CCCNC(=S)N1CCC(NC(=O)C2CCCCC2)CC1 | i | i | i | 1 | -1 | i | i | i | i | i | -0.1
Cc1ccc([N+](=O)[O-])cc1NC(=O)C(Sc1ccccc1)c1ccccc1 (centres undefined) | i | i | i | 1 | 4 | i | i | i | i | i | -0.4
CC1(C)CC(N2CCCC2)=CC(=[N+]2CCCCC2)C1 | i | i | i | -1 | -14 | i | i | i | i | i | -0.3
O=C(Oc1cccc(Cl)c1)N1CCOCC1 | i | i | i | 7 | -3 | i | i | i | i | i | 0.3
CCc1ccc2nc(N(CCCN(C)C)C(=O)c3ccc(S(=O)(=O)N4CCCC4)cc3)sc2c1 | i | i | -11* | -3 | -2 | i | i | i | i | i | -1.3
CC(CC(=O)Nc1ccc(F)c([N+](=O)[O-])c1)c1ccccc1 (centres undefined) | i | i | i | 2 | 8 | i | i | i | i | i | 0.3
COc1ccccc1NC(=S)NCc1ccc2c(c1)cc(C)n2C | i | i | i | 7 | -3 | i | i | i | i | i | -1.1
O=C(c1ccccc1)C(O)C(c1ccccc1)N1CCOCC1 (centres undefined) | i | i | i | 4 | -2 | i | i | i | i | i | 2.1
Cc1ccsc1C(=O)OCC(=O)N1CC(=O)Nc2ccccc21 | i | i | i | -4 | . | i | i | i | i | i | -2.5
CCn1c(C)[n+](CC(O)COCC2CC=CCC2)c2ccccc21 (centres undefined) | i | i | i | -4 | 0 | i | i | i | i | i | -0.3
COc1ccc(CN(C)S(=O)(=O)c2nnc(NC(=O)c3cccc(C)c3)s2)cc1OC | i | i | i | 25 | 1 | i | i | i | i | i | -0.3
CN1CCc2c(sc3c2c(=O)n(-c2ccccc2)c2nnc(SCc4ccc(Cl)cc4)n32)C1 | i | i | i | 17 | -7 | i | i | i | i | i | 0.1
CCCN(CC(=O)Nc1ccccc1C)C(=O)CCl | i | i | i | -2 | -1 | i | i | i | i | i | -0.6
CCCOc1ccc(N2C(=O)CC(N(CCc3ccc(S(N)(=O)=O)cc3)C(C)=O)C2=O)cc1 (centres undefined) | i | i | i | -3 | 1 | i | i | i | i | i | 0.2
Cc1c(S(=O)(=O)N2CCCCC2)c(=O)n(C)c(=O)n1C | i | i | i | -8 | -1 | i | i | i | i | i | 0.4
COc1ccc(OCC(=O)NNc2c3ccccc3nc3ccccc23)cc1 | i | i | i | 31 | 1 | i | i | i | i | i | 1.9
O=C(Nc1ccc([N+](=O)[O-])cc1)Nc1cnccn1 | i | i | i | 5 | -7 | i | i | i | i | i | 1.3
CSCCC(NS(=O)(=O)c1cccc(C(F)(F)F)c1)C(=O)Nc1ccccc1N1CCCC1 (centres undefined) | i | i | i | 9 | -1 | i | i | i | i | i | -0.5
CCC(C)[C@H](NC(=O)NCc1ccco1)C(=O)OC (some centres undefined) | i | i | i | -5 | . | i | i | i | i | i | .
O=C(NCC(=O)N1CCN(S(=O)(=O)/C=C/c2ccccc2)CC1)c1ccc(Cl)cc1 | i | i | i | 9 | 1 | i | i | i | i | i | 0.0

# Looked up above:
# For HIF activator, CC1(C)CC(N2CCCC2)=CC(=[N+]2CCCCC2)C1 has the entry -0.3
# For SKKanGAS inh, O=C(NCC(=O)N1CCN(S(=O)(=O)/C=C/c2ccccc2)CC1)c1ccc(Cl)cc1 has the entry 9

# Going on with the list.
Molecule | MrgX1 ag | RGS4 block | RGS4 act | SKKanGAS inh | Platelet DG rel | MrgX1 PAM | TRPC6 act | TRPC6 inhibitor | MrgX1 antag | TRPC4 inh | HIF activator
CC(C)CCn1c(=O)c2ccccc2n2c(CCC(=O)NCC3CCCO3)nnc12 (centres undefined) | i | i | i | 1 | -8 | i | i | i | i | i | -0.4
CCN1CCN(C(=O)C(=O)c2cn(CC(=O)N(CC)CC)c3ccccc23)CC1 | i | i | i | 9 | -6 | i | i | i | i | i | -0.2
COc1ccc(NC(=O)CN(C)C(=O)c2ccccc2OCC(=O)Nc2cccc(C(F)(F)F)c2)cc1 | i | i | i | 20 | -7 | i | i | i | i | i | -56
Cc1nc(N)ncc1-c1ccc2c(c1)OCO2 | i | i | i | -7 | 3 | i | i | i | i | i | 2.4
COc1cccc(NC(=S)N2CCc3cc(OC)c(OC)cc3C2)c1 | i | i | i | -5 | -6 | i | i | i | i | i | 1.6
CCN(CC)C(=O)c1oc2ccc(S(=O)(=O)N3CC(C)CC(C)C3)cc2c1C (centres undefined) | i | i | i | -2 | -6 | i | i | i | i | i | 0.5
COc1ccc(S(=O)(=O)N2CCSC2c2ccc(OC)c(OC)c2)cc1 (centres undefined) | i | i | i | -6 | 0 | i | i | i | i | i | -0.3
CNc1nc2c(-c3ccc(Cl)cc3)nnn2c2ccccc12 | i | i | i | -8 | 3 | i | i | i | i | i | 0.0
CCOc1ccc(NC(N)=O)cc1OCC | i | i | i | 0 | -4 | i | i | i | i | i | -0.6
CCn1c(SCC(=O)Nc2cccc(NC(C)=O)c2)nnc1-c1ccco1 | i | i | i | 2 | -2 | i | i | i | i | i | -0.1
CCOC(=O)CNC(=O)c1sc(NC(=O)c2ccccc2F)nc1C | i | i | i | 11 | 1 | i | i | i | i | i | 2.2
CCOc1nc(NCCO)nc(Nc2ccc([N+](=O)[O-])cc2)n1 | i | i | i | -1 | 14 | i | i | i | i | i | -0.7
Cc1cc(C(=O)N2CCCC(C(=O)c3ccc(Cl)cc3C)C2)no1 (centres undefined) | i | i | i | 3 | -13 | i | i | i | i | i | -0.5
Cc1nn(-c2ccccc2)c(N2CCCC2)c1/C=N/NC(=O)c1cc(-c2cccs2)nc2ccccc12 | i | i | i | 22 | -11 | i | i | i | i | i | -1.0
Cc1[nH]c2ccccc2c1C1(O)C(=O)N(Cc2ccc3c(c2)OCO3)c2ccccc21 (centres undefined) | i | i | i | 4 | 1 | i | i | i | i | i | -0.3
Cc1cc(C)cc(NC(=O)C2CCN(c3nccs3)CC2)c1 | i | i | i | 2 | -1 | i | i | i | i | i | 0.4
COc1ccc(C(=O)NCCCN=C2NS(=O)(=O)c3ccccc32)cc1 | i | i | i | -4 | 2 | i | i | i | i | i | -0.1
O=C(O)c1ccccc1SCc1nc2ccccn2c1Br | i | i | i | 2 | 8 | i | i | i | i | i | -0.1
CC1CC(C)CN(C(=O)CCS(=O)(=O)c2ccc3c(c2)NC(=O)CS3)C1 (centres undefined) | i | i | i | 11 | 20 | i | i | i | i | i | 0.5
O=C(NCCC1=CCCCC1)c1ccc(Cl)c(S(=O)(=O)N2CCOCC2)c1 | i | i | i | -9 | 0 | i | i | i | i | i | 1.5
Cc1cc2c3c(c1)C1(C(=O)N3C(C)(C)CC2C)C(C#N)=C(N)Oc2cc(O)ccc21 (centres undefined) | i | i | i | 6 | 3 | i | i | i | i | i | -0.7
N#C/C(=C/c1cn(CC(=O)O)c2ccccc12)C(=O)Nc1ccccc1 | i | i | i | 0 | -5 | i | i | i | i | i | 0.1
Cc1ccc(NC(=O)CCNC(=O)c2ccc(Br)cc2)cc1S(=O)(=O)N1CCOCC1 | i | i | i | 22 | 14 | i | i | i | i | i | 0.1
COCCNC(=O)C1CC2Cn3c(nc4ccccc43)C2N1C (centres undefined) | i | i | i | -4 | 15 | i | i | i | i | i | -0.3
CCc1cc(=O)oc2cc(C)c(CN3CCCC3)c(O)c12 | i | i | i | 10 | -10 | i | i | i | i | i | 0.1
O=C(NC1CC2CCCC(C1)N2Cc1cccs1)N1CCOCC1 (centres undefined) | i | i | i | -6 | 4 | i | i | i | i | i | -0.5
Nc1nc(NCCCN2CCOCC2)nc(Nc2cccc(F)c2)c1[N+](=O)[O-] | i | i | i | 2 | 6 | i | i | i | i | i | -0.8
O=C(NCCC(=O)N1CCN(C(=O)c2ccco2)CC1)c1ccc(Br)cc1 | i | i | i | 2 | 9 | i | i | i | i | i | 0.0
CCOc1ccccc1NC(=O)C12CC3CC(C1)CC(c1ccc(C)cc1)(C3)C2 | i | i | i | 20 | -1 | i | i | i | i | i | 0.2
COc1cc(CNc2ccc3[nH]c(=O)[nH]c3c2)ccc1OCc1ccccc1 | i | i | i | -6 | 3 | i | i | i | i | i | 0.7

# Screening results deposited in PubChem by several laboratories.
